Source: PubChem BioAssay (National Center for Advancing Translational Sciences (NCATS))
GLP-1R inv ag: acts as inverse agonist at human GLP-1 receptor; HEK293 GLP-1R CRE-luciferase, luminescence, 24 h; GLP-1R form is constitutively active; Potency, µM (highest dose often 38.3 µM), for the others: top-dose activity change, negative = inhibition, actives largely listed as inhibitors; hit rate 1.6% among 410,000; further: potency means the concentration at half of the fitted maximal effect; on the % scale 0 is the no-effect control and ±100 the full control effect; nearly all actives have a fitted effect of over 55% in size
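Inverse agonists were sought by their lowering of basal cAMP reporter luciferase output in HEK293 cells stably carrying constitutively active human GLP-1R, after 24 h compound treatment.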
PTHR1 agonist: activates the human parathyroid hormone receptor PTHR1. Q03431. HEK293 GP2 PTHR1 cells, GloSensor cAMP luminescence, 1 h. Potency, µM (highest dose often 115 µM), without a hit: at the highest dose activation, actives largely listed as activators. hit rate 0.075% among 410,000. AID 743266; further: potency means the concentration at half of the fitted maximal effect; nearly all actives have a fitted effect of over 55% in size; some results filed as inactive show a strong effect at the top dose; inactives centre near -15; many of its hits are not listed in these tables
Target sequence (Q03431 whole entry, looked up): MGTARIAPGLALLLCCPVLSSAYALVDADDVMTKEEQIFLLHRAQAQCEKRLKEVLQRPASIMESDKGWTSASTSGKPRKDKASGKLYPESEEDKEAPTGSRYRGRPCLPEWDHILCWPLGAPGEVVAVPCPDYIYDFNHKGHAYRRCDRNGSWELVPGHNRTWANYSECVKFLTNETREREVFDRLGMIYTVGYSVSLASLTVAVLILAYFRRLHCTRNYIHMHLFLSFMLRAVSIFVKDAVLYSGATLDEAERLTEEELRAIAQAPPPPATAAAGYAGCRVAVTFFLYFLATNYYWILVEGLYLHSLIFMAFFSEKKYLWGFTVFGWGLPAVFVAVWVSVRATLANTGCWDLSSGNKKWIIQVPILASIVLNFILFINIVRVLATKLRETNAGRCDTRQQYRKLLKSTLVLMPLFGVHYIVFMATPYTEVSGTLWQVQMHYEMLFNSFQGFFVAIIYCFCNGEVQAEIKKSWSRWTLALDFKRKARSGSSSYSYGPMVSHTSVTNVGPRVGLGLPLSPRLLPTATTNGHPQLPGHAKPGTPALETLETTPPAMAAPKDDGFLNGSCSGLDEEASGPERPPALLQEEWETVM
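HEK-293-derived GP2 cells expressing PTHR1 and a GloSensor cAMP reporter, 3,000/well, plated overnight, given luciferin plus IBMX (each 0.5 mM as added) for 1 h at 37 °C, then compound for 1 h at 37 °C. Luminescence was read after 15 min at room temperature.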
DRD3 agonist: activates the human D3 dopamine receptor; D3R DiscoveRx beta-arrestin cells, luminescence, 90 min; max activation, %; hit rate 0.58% among 410,000; in the data active means max activation above about 30%; further: 0% is about no effect; mostly tested at two doses, the higher about 12 µM
Target sequence (P35462 whole entry, looked up): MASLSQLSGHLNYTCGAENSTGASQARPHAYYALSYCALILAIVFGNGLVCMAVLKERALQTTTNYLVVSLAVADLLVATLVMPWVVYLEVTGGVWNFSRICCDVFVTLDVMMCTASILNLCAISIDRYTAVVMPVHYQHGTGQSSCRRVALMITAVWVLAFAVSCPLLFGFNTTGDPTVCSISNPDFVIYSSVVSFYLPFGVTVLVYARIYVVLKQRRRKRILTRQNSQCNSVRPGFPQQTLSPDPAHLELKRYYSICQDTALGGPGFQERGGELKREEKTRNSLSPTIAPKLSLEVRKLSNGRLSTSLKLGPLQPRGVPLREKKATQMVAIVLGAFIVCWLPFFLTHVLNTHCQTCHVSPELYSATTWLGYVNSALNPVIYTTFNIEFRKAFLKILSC
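Agonist mode: compounds and dopamine controls were applied to plated cells for 90 min at 37 degrees C after an overnight attachment at 1500 cells/well. Luminescent read-out followed 30 - 60 minutes at room temperature with DiscoveRx detection reagent.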
KB-V1 MDR tox: kills drug-selected multidrug resistant KB-V1 cells. KB-V1 MDR cells viability, CellTiter-Glo, 72 h. Potency, µM (highest dose often 46.1 µM), for the others: at the highest dose activity change, negative = cytotoxicity, usual class: cytotoxic. hit rate 3.4% among 400,000. AID 1347076; further: potency means the concentration at half of the fitted maximal effect; on the % scale 0 is the no-effect control and ±100 the full control effect; nearly all actives have a fitted effect of over 60% in size
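Cytotoxicity toward P-gp-expressing KB-V1 cells was determined as loss of CellTiter-Glo luminescence after 72 h at 37 degrees C. Compounds were tested in quantitative HTS format across a concentration range, with curves fitted to normalized data.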
GLP1R ag: GLP-1 receptor (human) agonism | P43220 | HEK293 GLP-1R CRE-luciferase, luminescence, 4-6 h; cells express a hypersensitive GLP-1R form | Potency, µM (highest dose often 45.6 µM), without a hit: at the highest dose activation, hits mostly activators | hit rate 0.007% among 380,000; further: potency means the concentration at half of the fitted maximal effect; % of control where 0% means no effect
TDP43 rescue: inhibitors of TDP-43 toxicity in yeast | TDP-43 expressing yeast growth rescue, BacTiter-Glo, 24 h | Potency, µM (highest dose often 46.1 µM), for inactives: at the highest dose growth rescue (activation), most hits filed as activators | hit rate 1.8% among 410,000 | AID 652104; further: potency means the concentration at half of the fitted maximal effect; % of control where 0% means no effect; nearly all actives have a fitted effect of over 50% in size
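Yeast expressing TDP-43 (pregrown in raffinose, seeded at OD600=0.02 in galactose medium) exposed to compounds 24 hr at 30 deg C. Growth read by BacTiter-Glo luminescence; rescue of toxicity appears as increased signal.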
aSyn yeast inh: alpha-synuclein toxicity inhibition in yeast. Yeast expressing alpha-synuclein, growth rescue, BacTiter-Glo, 24 h. Potency, µM (series often up to 46.1 µM), inactives show top-dose growth rescue (activation), actives largely listed as activators. hit rate 0.14% among 370,000. AID 652106; further: potency means the concentration at half of the fitted maximal effect; % of control where 0% means no effect; nearly all actives have a fitted effect of over 65% in size
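Readout is rescue of growth in alpha-synuclein-expressing yeast, so inhibitors of toxicity appear as activators. Growth after 24 hr at 30 deg C in galactose medium is quantified by luminescence.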
GLP1R cytotox: cytotoxicity in counter-screen for GLP-1R inverse agonists; hit rate 0.13% among 410,000; HEK293 cAMP-luciferase reporter cells, luminescence, 24 h; AID 624418; Potency, µM (titrated, usually from 38.3 µM), for the others: at the top dose activity change, negative = inhibition, actives largely listed as inhibitors;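 further: loss of luciferase light is scored as toxicity; potency means the concentration at half of the fitted maximal effect; on the % scale 0 is the no-effect control and ±100 the full control effect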
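Seeding density was 200 cells/uL; after overnight-length (12 h) culture, 23 nL compounds went on for 24 h at 37 °C. Readout used a luciferase detection reagent, luminescence taken after 12 min at room temperature.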
D3 antag: blocks the human D3 dopamine receptor | P35462 | D3R cells, DiscoveRx beta-arrestin luminescence, antagonist mode; stronger effect = lower value | max response, negative = inhibition, % | hit rate 2.5% among 360,000; in the data active means max response below about -50%; inconclusive means no clear call, values can overlap the other calls; further: on the % scale 0 is the no-effect control and ±100 the full control effect; mostly tested at two doses, the higher about 12 µM
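Cells plated overnight at 1500 cells/well, then exposed to library compounds with dopamine controls for 90 minutes at 37 degrees C. DiscoveRx reagent added for 30–60 minutes at room temperature; luminescence read, quantitative HTS format.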
* hit, by the source's call; i = inactive; ? = inconclusive; / = no result given; [ ] = another dose, or the depositor's remark. Unless noted, the call rests on the fitted dose curve; in most records, active means well fitted curve in the direction sought with a large enough effect; inconclusive means small, poorly fitted or top-dose-only effect, or another doubt; inactive means no such curve, though single readings can be large; an effect the other way counts as inactive or inconclusive. An excerpt. The share of hits here may be higher or lower than overall.

SMILES | GLP-1R inv ag | PTHR1 agonist | DRD3 agonist | KB-V1 MDR tox | GLP1R ag | TDP43 rescue | aSyn yeast inh | GLP1R cytotox | D3 antag
C[n+]1cccc(C(=O)N/N=C/c2ccc3c(c2)OCO3)c1 | 11.2% | i | -3.5 | 18.0% | 2.3% | -11.4% | 5.2% | -4.6% | -4.8
CCOC(=O)C1CCCN(c2oc(-c3ccc(F)cc3)nc2C#N)C1 (stereo not given) | -5.1% | -9.6% | -0.1 | ? | -5.1% | ? | 5.4% | -2.8% | 4.0
CCOc1ccc(N(CC(=O)NC(C)(C)C)C(=O)c2ccco2)cc1 | 1.2% | i | 3.4 | ? | -0.7% | 23.5% | -8.2% | 0.8% | 3.5
CN(C)C(CNC(=O)CNC(=O)c1ccc2ccccc2c1)c1ccccc1 (stereo not given) | -3.0% | i | -15.5 | ? | 14.3% | -16.7% | 6.4% | -12.6% | -24.3
CCOc1ccc(C(=O)NCC(=O)N2CCCCCCC2)cc1OCC | 2.9% | i | 2.0 | -27.9% | 4.8% | 11.4% | -5.4% | 8.8% | -23.7
COc1ccc(-c2cc(C(=O)N(C)Cc3ccc(F)cc3)c3ccccc3n2)cc1OC | -14.7% | -4.0% | 2.2 | ? | 26.2% | 22.4µM* | -5.3% | -11.1% | 13.2
CCOC(=O)CN1CC23C=CC(O2)C(C(=O)NC2CCCCCC2)C3C1=O (stereo not given) | 19.7% | -11.4% | 0.6 | 7.2% | -4.7% | 5.5% | 0.3% | -0.6% | 22.5
CCn1c(CC(=O)Nc2ccccc2F)nnc1SCC(=O)N1CCN(c2ccccc2)CC1 | -9.9% | -5.4%[57.5 µM] | 4.8 | -5.4% | 2.2% | 0.8% | 5.4% | -17.4% | 14.8
Cc1ccc(NC(=S)N2CCCC(CO)C2)c(C)c1 (stereo not given) | 14.7% | i | -14.7 | ? | 10.0% | 10.9% | -1.9% | 0.0% | -19.3
CC(=O)N1CC(C)Oc2ccc(S(=O)(=O)NC(CC(=O)O)c3ccc(C)cc3C)cc21 (stereo not given) | 15.1% | i | -2.5 | -13.2% | -4.4% | -9.1% | -10.4% | 6.0% | 4.5
O=c1c2ccccc2[nH]c(=S)n1CCN1CCN(Cc2ccccc2)CC1 | ? | i | -52.4 | -4.4% | -10.9% | -20.3% | -2.4% | -15.8% | ?
O=C(NCc1ccccc1Cl)c1cccc(C(F)(F)F)c1 | ? | -11.4% | 2.2 | 8.9% | 11.7% | 35.5µM* | 7.4% | -4.3% | -18.4
C=CCNC(=O)/C(C#N)=C\c1cc(Cl)c(O)c(OCC)c1 | -0.9% | i | -6.6 | -15.0% | 11.8% | -9.9% | -2.5% | -25.1% | 32.8
CCOC(=O)c1cc(-c2ccc(F)cc2)n(CC(=O)N2CCCC2)c1C | ? | i | 5.8 | 5.0% | -3.9% | 11.4% | 4.6% | -4.1% | 1.7
CCc1cccc(NC(=O)C2CCCN2C(=O)Nc2ccc(C)cc2)c1 (stereo not given) | ? | -6.5% | -3.5 | 0.3% | 4.5% | 0.3% | 2.9% | -1.5% | 2.1
O=[N+]([O-])c1ccc(Sc2nccn2Cc2ccccc2)cc1 | -4.5% | i | -1.4 | ? | 9.9% | 17.8% | 1.4% | 15.2% | -11.9
CCS(=O)(=O)n1nc(-c2ccccc2)nc1SCc1ccccc1 | -25.6% | i | -6.5 | -19.7% | 11.5% | 10.0% | 0.5% | 4.1% | -15.5
CCOCCCN(Cc1ccco1)S(=O)(=O)c1csc(C(N)=O)c1 | 7.2% | i | 2.4 | -5.7% | 0.4% | 3.4% | 8.7% | -8.6% | 2.2
Nc1nc(N)nc(C2C=CCCC2)n1 (stereo not given) | 54.1%[activator] | i | -6.2 | 1.2% | 2.5% | -19.8% | -8.0% | -2.1% | -18.9
COc1cc(NC(=O)c2ccc(F)cc2)c(OC)cc1NC(=O)CN1CCOCC1 | 10.1%[7.66 µM] | -20.0% | 1.3 | 18.4% | 14.6% | 6.3%[9.22 µM] | -0.4% | -5.8%[7.66 µM] | 9.5

Profiles, looked up by structure. Order of values: GLP-1R inv ag | PTHR1 agonist | DRD3 agonist | KB-V1 MDR tox | GLP1R ag | TDP43 rescue | aSyn yeast inh | GLP1R cytotox | D3 antag
`Nc1nc(N)nc(C2C=CCCC2)n1` (stereo not given) in the list: 54.1%[activator] | i | -6.2 | 1.2% | 2.5% | -19.8% | -8.0% | -2.1% | -18.9
`CCS(=O)(=O)n1nc(-c2ccccc2)nc1SCc1ccccc1` in the list: -25.6% | i | -6.5 | -19.7% | 11.5% | 10.0% | 0.5% | 4.1% | -15.5
`C[n+]1cccc(C(=O)N/N=C/c2ccc3c(c2)OCO3)c1` in the list: 11.2% | i | -3.5 | 18.0% | 2.3% | -11.4% | 5.2% | -4.6% | -4.8

Returning to the listing with the 2 entries that preceded the break.
SMILES | GLP-1R inv ag | PTHR1 agonist | DRD3 agonist | KB-V1 MDR tox | GLP1R ag | TDP43 rescue | aSyn yeast inh | GLP1R cytotox | D3 antag
Nc1nc(N)nc(C2C=CCCC2)n1 (stereo not given) | 54.1%[activator] | i | -6.2 | 1.2% | 2.5% | -19.8% | -8.0% | -2.1% | -18.9
COc1cc(NC(=O)c2ccc(F)cc2)c(OC)cc1NC(=O)CN1CCOCC1 | 10.1%[7.66 µM] | -20.0% | 1.3 | 18.4% | 14.6% | 6.3%[9.22 µM] | -0.4% | -5.8%[7.66 µM] | 9.5
COC(=O)c1c(NC(=O)Cc2ccccc2)sc2c1C(C(=O)OC)CC2 (stereo not given) | ? | i | -2.6 | -14.9% | 27.1% | 14.9% | -5.3% | -0.3% | -11.6
C#Cc1ccc(NC(=O)C2(C)CCN2C(=O)c2ccccc2CCc2ccccc2)cc1 (stereo not given) | ? | -6.9% | 2.4 | 0.0% | 1.7% | 41.3% | 9.1% | 3.1% | -5.1
CC1(C(=O)Nc2ccc3c(c2)OCO3)CCN1C(=O)CCC1CCCC1 (stereo not given) | -22.3% | -55.1%[inhibitor] | 0.6 | -2.2% | 13.6% | 57.4% | ? | -3.5% | 23.5
COc1ccc(-c2csc(NC(C)c3nc4cc(C(F)(F)F)ccc4n3CCOCCO)n2)cc1 (stereo not given) | ? | i | -12.1 | 0.0% | -7.1% | 17.8% | ? | 0.4% | -26.2
CC1CCCCN1CC(O)COCc1ccc(Cl)cc1 (stereo not given) | -20.9% | -12.7% | 14.7 | 8.4% | -5.0% | 1.4% | ? | 11.9% | 1.1
COc1ccc(Br)cc1S(=O)(=O)NCc1ccccn1 | -9.5% | i | 4.0 | 4.4% | 8.5% | 8.6% | -1.1% | -1.3% | 5.5
COc1ccc(-c2[nH]ncc2CN(C)Cc2cc(C)[nH]n2)c(F)c1 | -8.5% | -9.9% | -1.8 | 21.3% | 3.4% | -19.9% | -5.1% | -10.8% | -19.7
COc1ccc2c(c1)OC13CCN(C)CC1C2C(C(=O)c1ccc(F)cc1)C(=O)N3 (stereo not given) | ? | -8.4% | -3.4 | -4.4% | -6.3% | 3.4% | -0.8% | 8.0% | ?
CC1CCN(C(=O)c2cccc(S(=O)(=O)N3CCN(c4ccccc4)CC3)c2)CC1 | 7.0% | -81.5%[inhibitor] | -2.6 | ? | 6.3% | -5.0% | 4.2% | -7.6% | 12.2
CN1CCN(C(=O)Cn2ncc3c4ccccc4n(Cc4ccc(F)cc4)c3c2=O)CC1 | ? | i | -1.4 | -3.0% | / | 23.6%[9.22 µM] | / | 0.3% | /
Cc1ccsc1C(=O)Nc1cc(C(C)(C)C)nn1-c1ccccc1 | 0.0% | i | 2.1 | -24.5% | ? | -11.7% | 4.4% | 10.2% | 8.4
CCC(=O)N(Cc1cc(=O)[nH]c2ccccc12)c1cccc(C)c1 | 1.1% | i | 7.8 | -3.6% | 16.2% | 1.7% | -6.6% | -16.6% | 24.8
O=C(NCc1cccnc1)c1ccc(Cl)c(S(=O)(=O)N2CCOCC2)c1 | 4.1% | i | -5.1 | ? | -4.2% | 8.8% | 1.7% | -1.3% | 22.7
COc1ccc(CCNC(=O)c2cccc(NC3=NC4CS(=O)(=O)CC4S3)c2)c(OC)c1 (stereo not given) | 15.4% | -12.2% | -4.1 | -13.7% | 6.0% | 2.7% | -3.0% | 3.7% | -8.0
CC(=O)Nc1nc(C)c(S(N)(=O)=O)s1 | -20.8% | i | 4.4 | 2.4% | -1.5% | 4.1% | -0.6% | 17.8% | 8.3
CCC(=O)NCCc1nc2cc(NC(=O)c3ccccc3Cl)ccc2n1C | 12.2% | -59.9% | -4.8 | 20.2% | 28.0% | -17.5% | 0.4% | -3.6% | 0.8
CC1Oc2ccccc2N(CC(=O)NCc2ccc3c(c2)OCO3)C1=O (stereo not given) | 5.8% | i | 0.0 | -18.3% | 6.2% | 6.5% | 5.9% | 39.2%[activator] | 3.1
CC(=O)c1cccc(NC(=O)c2ccc(-n3c(C)nnc3C)cc2)c1 | 6.2% | i | 5.0 | 6.9% | / | 10.0% | / | -3.4% | /
COc1cccc(CNCC(O)COc2ccc(C(=O)c3ccccc3)cc2)c1 (stereo not given) | ? | -24.1% | -9.5 | -1.5% | 9.0% | -13.7% | 0.2% | -8.2% | 10.5
CCN(CC)C(=O)CSc1nnc(COc2ccccc2)n1CC | -17.0% | -14.8%[57.5 µM] | -7.4 | -10.8% | -4.7% | -7.4% | 1.0% | 4.9% | 0.0
COc1cccc(/C(O)=C/c2nc3ccc(C(=O)NCCc4ccc(Cl)cc4)cc3[nH]c2=O)c1 | 2.9% | i | 0.4 | ? | 0.9% | 11.7% | -1.8% | 18.5% | 17.3

Some values from the results shown:
CN(C)C(CNC(=O)CNC(=O)c1ccc2ccccc2c1)c1ccccc1 (stereo not given) in GLP1R cytotox is listed with -12.6%
COc1ccc(-c2[nH]ncc2CN(C)Cc2cc(C)[nH]n2)c(F)c1 in GLP1R cytotox is listed with -10.8%
